# Compound activity from PubChem.
# Mtb UGM inh – blocks M. tuberculosis UGM enzyme. P9WIQ1. purified UGM, fluorescence polarization probe displacement. inhibition, % at 10 µM. 0.06% of 320,000 active; in the data active = inhibition above about 10%, passing the limit was not always enough; inconclusive = no clear call, values can overlap the other calls
# Target sequence (P9WIQ1 whole entry, looked up): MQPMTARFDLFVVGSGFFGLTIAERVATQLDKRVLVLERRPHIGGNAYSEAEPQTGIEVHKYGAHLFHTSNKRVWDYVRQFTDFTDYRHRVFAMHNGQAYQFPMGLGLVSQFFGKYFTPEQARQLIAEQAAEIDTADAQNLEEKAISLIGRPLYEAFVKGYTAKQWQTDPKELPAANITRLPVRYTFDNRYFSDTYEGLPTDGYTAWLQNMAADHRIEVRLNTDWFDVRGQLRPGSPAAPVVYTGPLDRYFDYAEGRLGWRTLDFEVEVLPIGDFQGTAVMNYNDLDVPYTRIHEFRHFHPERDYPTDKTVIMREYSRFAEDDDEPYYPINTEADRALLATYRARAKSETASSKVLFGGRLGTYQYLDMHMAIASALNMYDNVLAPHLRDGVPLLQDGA
# CCHF vOTU inh – CCHFV vOTU protease inhibition. Pep-AMC fluorescence. inhibition, % at 11.5 µM. 0.55% of 370,000 active. AID 651958; also: 0% = vehicle wells with enzyme and 100% = no enzyme wells
# PrPC TRFRET – inhibitors of human cell surface prion protein PrPC; P04156; TR-FRET read-out; inhibition, % at 13.8 µM; 0.43% of 370,000 active; in the data active = inhibition above about 24%; also: 0% = median of the test wells and 100% = reference compound wells
# GDH-TPI inh – GDH-TPI coupled enzyme inhibition counter-screen | 1.2% of 360,000 active | GDH-TPI coupled enzyme counterscreen, NADH absorbance | inhibition, % at 4.8 µM;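 also: 0% = DMSO wells and 100% = wells lacking the enzyme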
# Mtb BioA inh – inhibitors of Mycobacterium tuberculosis BioA enzyme. purified M. tuberculosis BioA enzyme, plate reader. inhibition, % at 9.99 µM. 0.096% of 360,000 active. AID 602481; in the data active = inhibition above about 40%; inconclusive = no clear call, values can overlap the other calls
# FadD28 FP inh – inhibitors of Mycobacterium tuberculosis FadD28 bisubstrate binding; 0.22% of 360,000 active; AID 588549; FadD28 bisubstrate probe binding, fluorescence polarization; inhibition, % at 12.5 µM; in the data active = inhibition above about 8.5%, passing the limit was not always enough; inconclusive = no clear call, values can overlap the other calls
# BoNT A protease – BoNT A light chain protease inhibition | 0.17% of 360,000 active | AID 588499 | inhibition, % at 10 µM | multiplex microsphere protease substrate cleavage, flow cytometry; in the data active = inhibition above about 30%; inconclusive = no clear call, values can overlap the other calls; also: plate controls were buffer without enzyme for full effect and enzyme alone for no effect
# Mtb FBA inh – inhibits M. tuberculosis FBA enzyme; purified M. tuberculosis FBA, fluorescence read-out; inhibition, % at 1 µM; 2.3% of 360,000 active; AID 588726; in the data active = inhibition above about 27%;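 also: 0% = vehicle and 100% = reference inhibitor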
# Target sequence (P9WQA3 whole entry, looked up): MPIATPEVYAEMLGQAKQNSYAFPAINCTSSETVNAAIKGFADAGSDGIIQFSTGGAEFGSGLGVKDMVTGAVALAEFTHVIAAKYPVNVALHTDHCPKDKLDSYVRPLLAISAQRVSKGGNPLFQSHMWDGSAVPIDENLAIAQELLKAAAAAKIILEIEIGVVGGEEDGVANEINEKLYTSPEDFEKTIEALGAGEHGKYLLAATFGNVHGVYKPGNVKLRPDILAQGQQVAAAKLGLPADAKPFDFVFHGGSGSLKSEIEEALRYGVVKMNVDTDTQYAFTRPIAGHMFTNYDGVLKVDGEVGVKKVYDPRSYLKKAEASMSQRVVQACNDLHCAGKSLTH
# BoNT-F LC inh – blocks Botulinum neurotoxin F light chain protease; Multiplex microsphere protease cleavage assay, flow cytometry; 0.22% of 360,000 active; AID 588497; inhibition, % at 10 µM; in the data active = inhibition above about 35%, passing the limit was not always enough; inconclusive = no clear call, values can overlap the other calls; also: plate controls were buffer without enzyme for full effect and enzyme alone for no effect
# Numbers without * were called inactive; ? = inconclusive; nt = not tested or not shown. Rule as the data show it, unless noted: active = inhibition above about 30%; inactive = the rest. An unsorted share of the library; 4.8% or so of the library scored in one or more.
SMILES,Mtb UGM inh,CCHF vOTU inh,PrPC TRFRET,GDH-TPI inh,Mtb BioA inh,FadD28 FP inh,BoNT A protease,Mtb FBA inh,BoNT-F LC inh
COc1ccc(CCN2CC(C(=O)N(C)CCn3nc(C)cc3C)CCC2=O)cc1 (stereo not drawn),1.1,-3.9,-0.8,-5.1,-0.9,-2.3,-0.6,-6.1,-11.7
OCCC1CN(CC(c2ccccc2)c2ccccc2)CCN1C1CCCC1 (stereo not drawn),-3.3,-7.0,6.2,-5.4,nt,-4.6,0.0,-2.1,-2.3
COc1ccc(C(CNC(=O)C(C)Oc2ccc(Br)cc2)N2CCCC2)cc1 (stereo not drawn),0.3,-2.7,-8.0,19.4,-1.4,-0.9,-2.0,-3.2,2.3
Cc1ccc(C(=O)c2sc3nc4c(cc3c2N)CCC4)cc1,-0.4,0.4,-2.5,11.8,-0.9,-1.0,0.1,-0.4,3.0
Cc1cc(=O)[nH]c(N/N=C2/CCCC/C2=C\c2ccccc2)n1,-0.2,11.9,9.6,9.0,nt,-0.1,0.1,1.6,-0.4
O=C(Nc1ccc(-c2nc3ncccc3o2)cc1)c1ccc([N+](=O)[O-])o1,1.2,8.8,4.7,7.7,-1.6,-0.1,-1.8,4.3,-2.4
COc1ccc(C2=NS(=O)(=O)N(C)C(C(=O)NC(C)c3ccccc3)=C2)cc1 (stereo not drawn),3.9,13.4,-17.0,23.1,0.3,-3.1,-0.4,-1.5,5.6
Cc1ccc2c(C)nc(Nc3nc(CSc4nnnn4-c4ccccc4)cc(=O)[nH]3)nc2c1,-1.6,-7.9,-1.9,6.4,nt,-1.4,?,2.2,7.6
COc1ccc(Nc2nnc(SCC3CCCO3)s2)cc1 (stereo not drawn),5.9,10.3,8.2,8.1,nt,-2.6,-0.6,4.4,-1.8
CCOc1cc(CNc2ccc(Br)cc2)cc(Br)c1OCC(=O)NC(C)(C)C,-0.7,4.4,4.7,0.6,nt,-1.8,-1.8,-4.9,-12.4
Cc1ccc(C2CCN(C(=S)NC(C)(C)C)C2)cc1 (stereo not drawn),-1.5,6.4,-0.6,-10.1,nt,-1.6,0.4,1.1,-5.5
Cc1ccnc(NC(=O)c2ccc(S(=O)(=O)NCc3ccco3)cc2)c1,0.7,3.1,2.4,0.3,-1.0,-5.2,nt,-0.6,nt
COc1cccc(S(=O)(=O)Nc2ccc(C(=O)NCc3ccco3)cc2)c1,-6.5,2.1,8.1,-1.4,1.4,-3.2,-0.4,-2.4,1.3
N#CC(C(=O)NC1CC1)c1nc2ccccc2nc1N1CCN(C/C=C/c2ccccc2)CC1 (stereo not drawn),-0.5,-4.5,-4.6,2.9,0.8,-0.6,3.6,-0.9,9.7
Cc1nc2nc(CNC(=O)OC(C)(C)C)nn2c(C)c1CCC(=O)Nc1ccc2c(c1)OCO2,-1.0,18.6,-10.2,-6.0,0.3,-3.2,0.4,-1.6,-4.0

# Given as tab-separated lines: entries from further up
SMILES	Mtb UGM inh	CCHF vOTU inh	PrPC TRFRET	GDH-TPI inh	Mtb BioA inh	FadD28 FP inh	BoNT A protease	Mtb FBA inh	BoNT-F LC inh
COc1ccc(C(CNC(=O)C(C)Oc2ccc(Br)cc2)N2CCCC2)cc1 (stereo not drawn)	0.3	-2.7	-8.0	19.4	-1.4	-0.9	-2.0	-3.2	2.3
Cc1ccc(C2CCN(C(=S)NC(C)(C)C)C2)cc1 (stereo not drawn)	-1.5	6.4	-0.6	-10.1	nt	-1.6	0.4	1.1	-5.5
COc1ccc(CCN2CC(C(=O)N(C)CCn3nc(C)cc3C)CCC2=O)cc1 (stereo not drawn)	1.1	-3.9	-0.8	-5.1	-0.9	-2.3	-0.6	-6.1	-11.7
N#CC(C(=O)NC1CC1)c1nc2ccccc2nc1N1CCN(C/C=C/c2ccccc2)CC1 (stereo not drawn)	-0.5	-4.5	-4.6	2.9	0.8	-0.6	3.6	-0.9	9.7
COc1cccc(S(=O)(=O)Nc2ccc(C(=O)NCc3ccco3)cc2)c1	-6.5	2.1	8.1	-1.4	1.4	-3.2	-0.4	-2.4	1.3
Cc1ccnc(NC(=O)c2ccc(S(=O)(=O)NCc3ccco3)cc2)c1	0.7	3.1	2.4	0.3	-1.0	-5.2	nt	-0.6	nt

# The listing continues.
SMILES,Mtb UGM inh,CCHF vOTU inh,PrPC TRFRET,GDH-TPI inh,Mtb BioA inh,FadD28 FP inh,BoNT A protease,Mtb FBA inh,BoNT-F LC inh
COc1cc(C(=O)Nc2cccc(S(=O)(=O)N3CCCC3)c2)cc(OC)c1C,3.0,-15.2,7.5,-4.9,-0.1,-4.3,0.0,-4.7,-1.8
CC(OC(=O)CSc1ccc([N+](=O)[O-])cc1)C(=O)NC1CC1 (stereo not drawn),-2.3,15.4,-21.6,19.4,0.6,0.8,-0.4,2.7,1.8
O=C(c1cccc(O)c1)N1CCN(C(=O)C2CC2)CC1,1.4,-2.9,2.8,-0.3,-1.7,-1.4,-5.8,2.2,-9.6
NC(=O)CSc1nc2scc(-c3ccc(Cl)cc3)c2c(=O)n1Cc1ccccc1,-2.1,8.6,1.2,3.9,0.7,-1.7,-1.1,-0.1,2.9
O=C(Cn1cc2c(n1)CCCC2)NC1CCN(Cc2ccccc2)CC1,-0.9,-0.8,3.5,-3.0,-0.8,-3.2,-1.0,-1.9,-6.8
CCSc1nnc(-c2ccncc2)n1Cc1ccccc1,0.0,-6.9,-4.8,8.1,nt,0.4,?,0.9,-1.3
COc1ccccc1OCC(=O)N1CCCC(N(C)Cc2ccccc2)C1 (stereo not drawn),3.3,7.6,-5.7,7.7,0.8,-1.3,-2.4,-1.0,-5.2
CCO/N=C/c1ccc(OC)c(Oc2nc(OC)cc(OC)n2)c1,0.3,-2.9,-2.2,-1.2,nt,-1.4,0.3,2.4,-1.4
COc1ccc(CNC(=O)CN=C2NC(=O)C(c3ccccc3)(c3ccccc3)N2)cc1,4.3,-1.9,8.2,3.3,0.3,-1.6,-0.5,0.8,-15.4
CCOc1cc(C=O)cc(Br)c1OCC(N)=O,6.6,-10.7,-1.0,3.4,nt,-4.0,-0.5,-1.7,-1.6
Cn1c(N)c(C(=O)COC(=O)C2(c3ccc(Cl)cc3)CCCC2)c(=O)n(C)c1=O,0.2,-4.7,2.0,1.7,9.4,-2.7,-0.5,-0.7,-18.6
COc1ccc(/C=C2\SC(=S)N(CCCC(=O)NC3CCCC3)C2=O)cc1OC,1.4,1.4,0.8,-1.0,-6.6,-1.0,8.1,-5.3,7.8
c1ccc(-n2cc(CN3CCC(N4CCOCC4)CC3)c(-c3ccc4c(c3)OCO4)n2)cc1,-1.0,-6.2,2.9,11.2,2.7,-0.9,0.0,36.4*,-2.8
COc1ccc(-c2[nH]ncc2CNCCn2cccn2)c(F)c1,2.7,-1.0,-2.8,-3.8,nt,-2.1,-0.7,3.2,-5.9
c1cncc(CNC2CCCc3ccccc32)c1 (stereo not drawn),-0.2,-7.2,8.3,1.6,-0.5,-1.5,0.5,-3.0,-7.3
CCC1([N+](=O)[O-])COC(c2ccc(Cl)cc2)OC1 (stereo not drawn),nt,-4.7,4.7,2.6,-1.9,-1.0,-0.1,-0.1,-2.8
COc1cccc(S(=O)(=O)N2CCOCC2)c1,1.7,-0.5,1.0,9.2,-2.5,0.0,-1.1,5.3,-12.0
CC(C)(C#CCN1CCCC1)OCCC#N,0.0,-6.1,-0.8,1.3,-2.1,-0.3,-1.5,0.2,-9.1
COc1ccc(CNC(=O)CN(CCC(C)C)S(=O)(=O)c2ccc3c(c2)OCCO3)cc1,1.0,-3.5,-1.1,-6.2,0.4,-3.0,-1.1,0.7,-7.7
CN(C)CCn1c2c(c(SCC(=O)Nc3ccccc3)nc1=O)CCCC2,-0.3,-7.8,-3.4,4.6,5.6,-2.6,nt,-2.0,nt
O=C(COC(=O)Cc1ccc(Cl)cc1)Nc1ccc(OC(F)F)cc1,-2.5,13.1,-1.2,-4.8,nt,0.3,-3.2,2.2,-16.6
O=C(NNC(=O)c1cnccc1C(F)(F)F)c1cccc(Cl)c1,1.7,-11.4,3.1,2.9,1.0,-1.5,0.2,2.7,-6.0
CC[C@@]12C(=O)N(c3cccc(Cl)c3)C(=O)N1[C@H](c1ccc(Br)cc1)[C@@H]1C(=O)N(C(C)(C)C)C(=O)[C@@H]12,1.8,12.2,-1.1,-6.0,0.8,-1.9,0.0,-0.2,-4.3
O=C1c2ccccc2S(=O)(=O)N1CC1CC(c2ccccc2)=NO1 (stereo not drawn),0.3,-5.7,3.0,11.9,3.7,-1.3,1.0,-1.0,-3.3
CN(C(=O)COc1ccc(Cl)cc1Cl)c1nnc(C23CC4CC(CC(C4)C2)C3)s1,1.0,1.0,5.0,-2.4,-1.0,-4.3,-0.4,0.2,-5.7
O=C(NN=Cc1ccc(Cl)cc1Cl)c1ccccc1,nt,11.4,4.4,8.8,1.3,-0.2,-0.3,1.2,2.2
CCN1CCN(c2ccc(NC(=O)c3cccnc3)cc2Cl)CC1,-1.1,24.9,-6.7,4.6,nt,-0.7,1.7,2.9,-10.5
O=C(NC1CC2CCC(C1)N2Cc1nnnn1Cc1ccco1)NC12CC3CC(CC(C3)C1)C2 (stereo not drawn),-2.3,8.9,2.4,3.3,-1.5,-0.6,-0.8,3.2,4.5
Brc1c(CSc2nncc3ccccc23)nc2ccccn12,-0.2,10.5,4.2,-0.6,-0.1,-2.5,0.9,6.7,-6.4
Nc1nnnn1/N=C/c1ccc(O)cc1,0.3,10.0,-5.4,15.2,1.7,-3.3,-0.5,6.8,0.0
Cc1occc1-c1nnc(SCC(=O)Nc2c(F)cccc2F)n1C,-1.6,-7.0,-0.4,1.0,-1.5,-0.2,-1.1,5.6,?
O=C(CCCCl)NC(=S)Nc1ccc(N2CCOCC2)cc1,1.8,-10.0,6.7,-0.8,0.2,-1.6,nt,-0.2,nt
COc1cc2[nH]c(=O)n(CCCCCC(=O)NCCCN3CCC(C)CC3)c(=O)c2cc1OC,-1.1,-9.0,1.9,0.0,-1.3,-3.1,-0.4,11.4,-10.5
COc1cc(CN2CCNC(=O)C2CC(=O)N(C)CCN2CCOCC2)cc(OC)c1 (stereo not drawn),nt,17.6,-7.3,8.6,-2.1,0.4,0.3,-0.2,-0.8
Cc1ccc(C)c(NS(=O)(=O)c2ccc3c(c2)NC(=O)CCS3)c1,-0.6,-0.4,8.3,-0.8,3.3,-0.4,0.4,0.9,0.7
COc1ccccc1/C=C(/C(=O)OCC(=O)Nc1ccc(N(C)C)cc1)c1ccccc1,0.9,-5.8,3.1,10.1,nt,-1.9,-0.5,4.2,-7.4
COc1ccccc1S(=O)(=O)Cc1ccc(C(=O)NCC(OC)OC)o1,-2.0,-2.6,2.0,0.0,-1.7,-0.3,-2.0,-0.6,-4.5
Cc1cc(C)c(C(N)=O)c(SCC(=O)c2cc(C)c(C)cc2C)n1,1.3,0.5,-1.2,6.4,-1.7,-4.8,0.0,-3.8,-0.9
Cc1ccc(S(=O)(=O)NNC(=S)Nc2c(Cl)cccc2Cl)cc1,1.7,-11.7,-4.2,2.4,nt,-3.9,-0.7,-1.0,6.7
CCCCCc1cc(O)c2c3c(c(=O)oc2c1)CN(C)CC3,0.8,-7.2,5.7,1.6,nt,-1.3,-1.2,0.6,-11.2
Cc1cc(-c2cccs2)c(C#N)c(=S)[nH]1,1.0,2.3,5.9,8.4,-1.3,0.5,-6.1,0.6,-24.5
COc1cccc(/C=N/Nc2ccnc(=O)[nH]2)c1O,-0.7,30.9*,-6.8,35.7*,0.2,-0.5,-2.1,-1.7,-18.6
Nc1ccccc1OCCOCCOc1ccccc1N,0.0,-3.9,2.6,6.6,0.6,-1.5,-0.2,2.6,-30.1
Clc1cccc(C2CCN(Cc3nc(COc4ccccc4)no3)C2)c1 (stereo not drawn),-1.3,11.7,-7.2,-6.2,1.4,-6.4,0.0,3.2,-6.8
CO[C@H]1C=CCCC=CC(=O)O[C@H]([C@H](C)C(=O)CCCC2CC(=O)NC(=O)C2)C(C)=C[C@@H](C)[C@@H]1O,nt,-5.2,11.7,nt,nt,nt,-0.1,nt,6.5
CCCCC(=O)NCc1ccc2c(c1)cc(C)n2C,-3.1,1.0,17.0,16.7,nt,-0.2,42.9*,0.0,16.8
O=C(/C=C/Nc1ccc(S(=O)(=O)Nc2ncccn2)cc1)c1ccc2ccccc2c1,1.1,-4.6,-3.8,12.5,-2.3,0.8,-0.7,-0.1,-3.3
COCc1cc(C)nc2sc(C(=O)Nc3nccs3)c(N)c12,-1.6,4.7,-12.6,25.5,0.2,-0.8,-0.2,2.7,-6.1
